# Bioassay records from PubChem BioAssay.
# Bcl-2 Bim block – disrupts Bim peptide binding to human Bcl-2. AID 950. P10415. 0.06% of 190,000 active. Bead-based flow cytometry, Bim peptide-Bcl-2 binding. inhibition, % at 10 µM; in the data active = inhibition above about 40%; inconclusive = no clear call, values can overlap the other calls;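 also: 0% = no compound wells with probe peptide and 100% = reference peptide inhibitor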
# Avidin fluor – compound fluoresces at 488/530 nm on avidin beads. compound fluorescence 488/530 nm, flow cytometry; active compounds read high. AID 1775. 0.38% of 220,000 active. fluorescence (KMESF) at 10 µM; in the data active = fluorescence above about 47; also: inactives centre near 10
# RGS4-Gao reg – modulates binding of RGS4 to human Galphao | Multiplexed bead flow cytometry; actives lie on both sides | P09471 | binding response (% of control), % at 10 µM | 0.33% of 220,000 active; in the data active = binding response below about 49% or above about 150%; inactive = in between;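 also: fluorescent Galphao activated with aluminum fluoride binding bead-coupled RGS4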
# Target sequence (P09471 whole entry, looked up): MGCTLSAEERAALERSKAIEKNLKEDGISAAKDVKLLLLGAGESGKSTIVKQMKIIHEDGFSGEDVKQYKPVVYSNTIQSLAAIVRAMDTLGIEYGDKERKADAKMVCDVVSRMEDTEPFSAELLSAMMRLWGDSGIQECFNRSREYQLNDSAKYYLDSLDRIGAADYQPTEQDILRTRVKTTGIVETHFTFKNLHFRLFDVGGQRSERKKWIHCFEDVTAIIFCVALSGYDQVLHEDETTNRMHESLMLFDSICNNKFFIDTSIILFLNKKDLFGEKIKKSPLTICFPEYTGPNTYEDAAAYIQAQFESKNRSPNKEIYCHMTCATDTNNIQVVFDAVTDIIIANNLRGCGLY
# ABCG2 inh – human ABCG2 inhibition, ABCB1 as counter-screen | Q9UNQ0 | IgMXP3 cells, JC-1 efflux, flow cytometry | inhibition, % at 6.6 µM | 0.1% of 190,000 active;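 active = inhibition above 80%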;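 also: 0% = DMSO and 100% = nicardipine control wells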
#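 Measure – % inhibition of efflux relative to nicardipine and DMSO · Test system – ABCG2 IgMXP3 and barcoded ABCB1 CCRF-Adr cell mix · Control set – nicardipine as high control, DMSO as low control · Compound – one concentration, 6.6 µM final · Signal – flow cytometry of retained JC-1 fluorescence · Timing – 10 min exposure at 25 °C with rotation, no wash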
# Bcl-B Bim block – human Bim-Bcl-B interaction inhibition | Q9HD36 | AID 951 | 0.073% of 190,000 active | inhibition, % at 10 µM | bead-based flow cytometry, Bim peptide-Bcl-B binding;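 also: 0% = tracer peptide without compound and 100% = reference inhibitor peptide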
# Target sequence (Q9HD36 whole entry, looked up): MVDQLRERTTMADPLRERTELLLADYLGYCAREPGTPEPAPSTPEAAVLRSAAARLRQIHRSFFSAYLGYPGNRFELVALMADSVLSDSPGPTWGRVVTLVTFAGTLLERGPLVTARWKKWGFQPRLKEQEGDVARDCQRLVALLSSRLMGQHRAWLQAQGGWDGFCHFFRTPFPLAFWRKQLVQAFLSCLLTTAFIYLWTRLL
# GSH fluor – GSH bead compound fluorescence profile; GSH beads flow cytometry, compound fluorescence 488/530 nm; active compounds read high; 0.25% of 190,000 active; fluorescence (KMESF) at 10 µM; AID 1776; in the data active = fluorescence above about 89;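 also: glutathione beads carrying GST-tagged Bcl family fusion proteins plus one bare bead set; values are compound well signal with DMSO vehicle wells as background; inactives centre near 16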
# Bim-Bcl-W – human Bim-Bcl-W interaction inhibition; bead-based flow cytometry, Bim peptide-Bcl-W binding; 0.02% of 190,000 active; inhibition, % at 10 µM;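 also: 0% = bound tracer without compound and 100% = peptide blocker; higher means less fluorescent Bim peptide bound to Bcl-W beads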
# Target sequence (Q92843 whole entry, looked up): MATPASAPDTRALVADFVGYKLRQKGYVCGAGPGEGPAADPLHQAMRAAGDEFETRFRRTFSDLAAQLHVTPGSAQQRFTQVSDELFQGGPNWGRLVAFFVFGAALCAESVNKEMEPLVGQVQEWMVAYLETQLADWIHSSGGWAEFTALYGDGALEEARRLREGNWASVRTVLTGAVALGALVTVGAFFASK
# RGS7-Gao reg – regulators of human RGS7-Galphao interaction. P09471. binding response (% of control), % at 10 µM. 0.35% of 220,000 active. Multiplexed bead flow cytometry, RGS7-Galphao binding; actives lie on both sides; in the data active = binding response below about 49% or above about 150%; inconclusive = no clear call, values can overlap the other calls; inactive = in between;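 also: fluorescent Galphao held in activated GDP-AlF4 state binding bead-coupled RGS7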
# Bfl-1 Bim block – disrupts Bim binding to human Bfl-1. Bead-based flow cytometry, Bim-Bfl-1 binding inhibition. 0.12% of 190,000 active. inhibition, % at 10 µM. Q16548;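 also: 0% = wells without compound plus tracer and 100% = blocker peptide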
# ABCB1 inh – blocks JC-1 efflux by human ABCB1 transporter. P08183. CCRF-Adr cells, flow cytometry. inhibition, % at 6.6 µM. 0.067% of 190,000 active. AID 1326; in the data active = inhibition above about 40%;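 also: 0% = vehicle and 100% = reference inhibitor; higher value means more JC-1 retained so stronger ABCB1 efflux block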
# Bim-Bcl-XL – disrupts Bim peptide binding to human Bcl-XL; bead flow cytometry, fluorescence; inhibition, % at 10 µM; Q07817; 0.04% of 190,000 active
# Numbers without * were called inactive; ? = inconclusive; · = no result given. Rule as the data show it, unless noted: active = inhibition above about 40%.
# Results follow in this order: Bfl-1 Bim block	Bim-Bcl-XL	ABCB1 inh	RGS7-Gao reg	Bcl-B Bim block	ABCG2 inh	Avidin fluor	Bcl-2 Bim block	Bim-Bcl-W	RGS4-Gao reg	GSH fluor
Cc1nnc(NC(=O)C2C3C=CC(O3)C2C(=O)O)s1 (stereo not given)
  ·	·	-0.3	101	·	-2	12	·	·	98	·
COC(=O)c1sccc1NC(=O)CSc1nnnn1-c1ccccc1F
  -9	-13	-0.2	94	-7	13	9	-8	0	101	57
CCOC(=O)c1cccc(NC(=O)c2ccccc2C)c1
  -4	0	0.6	101	-2	3	21	-1	0	105	11
O=C(Cc1ccccc1)NC1CCN(Cc2ccccc2)CC1
  -6	-1	1.8	?	-3	8	12	-1	-1	92	11
c1ccc(Cc2nnc3sc(-c4ccco4)nn23)cc1
  -7	-4	-1.5	101	-13	-3	6	-9	0	100	19
O=C(NN=C1CCCC1)c1ccccc1OCc1ccc(Cl)cc1
  -3	0	0.5	107	-5	24	·	0	-3	101	15
CC(C)(C)C(=O)Nc1nnc(-c2ccncc2)o1
  3	11	25	90	9	11	8	0	8	93	12
Cc1cccc(C)c1NC(=O)CCn1cnc2ccccc2c1=O
  -7	-1	0.2	?	-1	3	10	0	0	99	18
COc1cc(/C=C(\C#N)C(=O)NCC2CCCO2)cc(OC)c1OC (stereo not given)
  -5	0	0.7	109	-1	10	14	-4	0	107	11
Nc1ncnc2c1ncn2CCOc1ccccc1
  -9	-8	-3.8	98	-7	-4	7	-6	-2	96	32
COC(=O)c1cccc(NC(=O)COc2cccc([N+](=O)[O-])c2)c1
  -4	1	0.1	100	-3	11	10	1	1	94	14
Cc1ccc(-c2nc(CS(=O)CC(=O)NC3CCC(C)CC3)c(C)o2)cc1 (stereo not given)
  -13	-5	0.8	99	-7	4	7	-5	-2	96	17
Cc1c(/C=N\NC(=O)C2(C)CC2(Cl)Cl)cnn1C (stereo not given)
  -1	-4	0.2	99	-3	10	3	0	0	101	11
CCOC(=O)C1CCCN(Cc2nc(N)nc(Nc3ccc(OC)cc3)n2)C1 (stereo not given)
  -18	-11	-0.5	101	-9	12	13	-6	-2	103	35
O=C(Nc1ccc(Br)cc1)C1CCC(=O)N1Cc1ccccc1Cl (stereo not given)
  0	-3	0.8	99	-3	7	15	-7	-6	92	17
COc1ccccc1C(=O)Nc1ccon1
  -15	-7	0.0	99	-10	19	13	-9	0	100	33
CC1(C)CC(=O)C(C=NCCN2CCN(C(=O)NC34CC5CC(CC(C5)C3)C4)CC2)=C(O)C1
  0	-1	0.1	83	1	1	11	0	2	73	8
O=C(CCSc1nnc(-c2ccncc2)o1)Nc1ccccc1Cl
  -3	2	0.6	98	2	15	9	5	0	98	12
O=C(O)C1CCCN(S(=O)(=O)c2ccc(Br)cc2)C1 (stereo not given)
  -8	0	1.1	100	-2	4	11	-4	3	102	36
CCOC(=O)c1ccc(Nc2nc(C(=O)OCC)nc3ccccc23)cc1
  1	25	0.8	99	17	3	38	7	16	100	11
CCOC(=O)CSc1nnc(CNC(=O)c2cccc(C)c2)n1C
  -2	-2	-0.1	103	-3	11	10	-3	0	102	12
COc1cccc(OC)c1NC(=O)CN1CCC(NC(=O)c2cccc(F)c2)CC1
  1	-1	0.3	·	-3	1	·	-34	1	·	20
Cc1ccc2cccc(O)c2[n+]1[O-]
  0	-3	0.0	104	-5	0	43	-1	0	98	16
COCCNCCCCOc1c(Cl)cc(C)cc1Br
  -3	-3	0.1	104	0	1	25	-3	-2	99	26
Cc1cc(C)n(CC(=O)NC2CCCCC2)n1
  -9	0	0.3	101	-7	5	13	-8	0	105	36
Cc1ccc(S(=O)(=O)N2CCC(C(=O)N[C@@H](C)C(=O)NCCc3ccccc3)CC2)cc1
  -22	-7	0.0	101	-8	0	26	-8	-5	104	22
Cc1ccc2cc(CCNC(=O)C(=O)c3c(C)[nH]c4ccccc34)c(=O)[nH]c2c1
  -2	-1	0.7	101	-1	7	10	-2	1	99	10
CCOC(=O)c1c(/N=C/C2C(=O)CC(C)(C)CC2=O)sc2c1CCCC2
  -6	-4	3.9	?	-7	8	11	-5	-2	95	10
COc1ccnc(Oc2ccccc2)c1-c1ncn[nH]1
  -4	-3	1.1	103	-7	2	3	-7	-1	100	10
CCOC(=O)C1=C(C)n2c(s/c(=C/c3cccc([N+](=O)[O-])c3)c2=O)=NC1c1ccc(O)c(OC)c1 (stereo not given)
  -5	2	1.6	86	-7	1	6	-8	-4	84	31
Cc1cc(NS(=O)(=O)c2ccc(NC(=S)NC(=O)c3ccc(C(C)(C)C)cc3)cc2)no1
  1	-3	-0.3	118	-4	0	2	0	-3	117	9
COc1cccc(/C=C/c2ccc3ccccc3n2)c1OC(C)=O
  -6	-2	1.2	95	-11	19	6	-3	-2	100	22
O=S(=O)(c1ccccc1)N1CCC(=NO)CC1
  -7	0	-0.1	95	-2	-1	12	-4	-2	97	24
CCOC(=O)c1cccc(NC(=O)C(NS(=O)(=O)c2ccc3c(c2)CCN3C(C)=O)C(C)C)c1 (stereo not given)
  -17	-5	2.5	102	-6	4	32	-10	2	101	24
CCSc1nnc2c(n1)OC(c1ccc(C(=O)O)cc1)N(C(C)=O)c1ccccc1-2 (stereo not given)
  0	1	0.1	94	0	0	1	0	5	89	24
CCOc1ccc(C2CC(c3cccc(OC)c3OC)n3nnnc3N2)cc1Cl (stereo not given)
  -12	0	0.1	103	-1	0	7	2	4	103	4
CCCn1c(N2CCN(CC(=O)c3c(C)n(C)c4ccccc34)CC2)nc2c1c(=O)[nH]c(=O)n2C
  -7	0	2.1	107	-4	3	6	-4	1	107	38
CC(C)NC(=O)C(=O)NCCc1ccc(Cl)cc1
  -10	-4	0.2	101	-8	3	10	-6	4	104	11
CC12CCC(C(=O)Nc3cccc4ccccc34)(C1Br)C2(C)C (stereo not given)
  -2	-1	0.4	104	0	2	10	-6	0	101	9
C=CCc1c(C)nc(SC)nc1Nc1ccccc1
  2	0	1.8	100	-1	9	8	2	-1	100	20
O=C(C1CCCN(Cc2nc(-c3cccs3)no2)C1)N1CCOCC1 (stereo not given)
  -5	-2	0.6	99	-5	2	9	-6	-2	98	8
COc1ccccc1CNC(=O)CCCNS(=O)(=O)c1cccc2nsnc12
  0	1	1.4	98	0	11	9	1	0	98	14
Cc1nc2ccccc2cc1C(=O)N/N=C/c1ccco1
  -2	-3	0.3	89	-8	5	12	-3	-2	91	3
Cc1nc2nc[nH]n2c(=O)c1C/C=C/c1ccccc1
  5	0	-0.2	101	1	0	11	0	-1	98	16
CCOC(=O)C1=C(C)N=c2s/c(=C/c3ccco3)c(=O)n2C1c1cccc(OC)c1 (stereo not given)
  -6	-4	0.2	93	-7	1	4	1	1	93	22
Cc1ccc(-n2nc(C(=O)O)nc2-c2ccccc2)cc1
  -1	-1	0.3	101	0	3	20	-1	-1	103	12
O=C(CCN1C(=O)COc2ccccc21)NCc1cccnc1
  -17	-3	0.6	100	-4	4	42	-8	1	101	24
Cc1cccc(-n2c(SCC(N)=O)nnc2-c2ccccn2)c1C
  -11	-5	0.3	98	-5	2	9	-8	-1	102	18
Cc1ccc(C(=O)Nc2ccc(S(=O)(=O)NCc3ccco3)cc2)cc1
  0	0	-0.2	95	-2	1	11	1	-1	96	26

# Molecules above that contain a Cl atom (7):
# Results follow in this order: Bfl-1 Bim block	Bim-Bcl-XL	ABCB1 inh	RGS7-Gao reg	Bcl-B Bim block	ABCG2 inh	Avidin fluor	Bcl-2 Bim block	Bim-Bcl-W	RGS4-Gao reg	GSH fluor
O=C(NN=C1CCCC1)c1ccccc1OCc1ccc(Cl)cc1
  -3	0	0.5	107	-5	24	·	0	-3	101	15
Cc1c(/C=N\NC(=O)C2(C)CC2(Cl)Cl)cnn1C (stereo not given)
  -1	-4	0.2	99	-3	10	3	0	0	101	11
O=C(Nc1ccc(Br)cc1)C1CCC(=O)N1Cc1ccccc1Cl (stereo not given)
  0	-3	0.8	99	-3	7	15	-7	-6	92	17
O=C(CCSc1nnc(-c2ccncc2)o1)Nc1ccccc1Cl
  -3	2	0.6	98	2	15	9	5	0	98	12
COCCNCCCCOc1c(Cl)cc(C)cc1Br
  -3	-3	0.1	104	0	1	25	-3	-2	99	26
CCOc1ccc(C2CC(c3cccc(OC)c3OC)n3nnnc3N2)cc1Cl (stereo not given)
  -12	0	0.1	103	-1	0	7	2	4	103	4
CC(C)NC(=O)C(=O)NCCc1ccc(Cl)cc1
  -10	-4	0.2	101	-8	3	10	-6	4	104	11

# Compounds were not picked by outcome; 1.3% or so of the library scored in one or more.
